V-ATPase pHluor: alters yeast V-ATPase proton transport; S. cerevisiae, pHLuorin cytosolic pH fluorescence; response, % at 10 µM; 350,000 compounds, 0.37% hits; in the data active = response mostly above about 7.3%, no sharp cut-off; inactive = mostly below about 5.4%; also: actives read high; inactives centre near 0; some compounds called inactive have numbers as strong as hits; reference of the scale not given here
OPRM1-OPRD1 ag: OPRM1-OPRD1 heterodimerization agonism. activation, % at 9.3 µM. 340,000 compounds, 0.3% hits. cells, luminescence. P35372+P41143; in the data active = activation above about 18%;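 also: 0% = vehicle-treated cells and 100% = reference agonist; values of inactives mirror those of a sister screen read the other way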
Target sequence (P35372 whole entry, looked up): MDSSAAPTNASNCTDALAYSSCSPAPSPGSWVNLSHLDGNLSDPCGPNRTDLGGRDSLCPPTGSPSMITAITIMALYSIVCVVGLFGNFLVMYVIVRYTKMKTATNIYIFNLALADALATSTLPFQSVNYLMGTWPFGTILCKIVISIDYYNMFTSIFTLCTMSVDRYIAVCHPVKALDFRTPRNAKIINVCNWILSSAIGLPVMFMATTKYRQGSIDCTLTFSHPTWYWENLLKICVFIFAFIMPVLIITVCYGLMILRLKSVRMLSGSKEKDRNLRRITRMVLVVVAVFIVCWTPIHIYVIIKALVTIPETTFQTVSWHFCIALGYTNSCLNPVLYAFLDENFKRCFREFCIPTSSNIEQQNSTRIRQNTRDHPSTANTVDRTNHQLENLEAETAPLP
Target sequence (P41143 whole entry, looked up): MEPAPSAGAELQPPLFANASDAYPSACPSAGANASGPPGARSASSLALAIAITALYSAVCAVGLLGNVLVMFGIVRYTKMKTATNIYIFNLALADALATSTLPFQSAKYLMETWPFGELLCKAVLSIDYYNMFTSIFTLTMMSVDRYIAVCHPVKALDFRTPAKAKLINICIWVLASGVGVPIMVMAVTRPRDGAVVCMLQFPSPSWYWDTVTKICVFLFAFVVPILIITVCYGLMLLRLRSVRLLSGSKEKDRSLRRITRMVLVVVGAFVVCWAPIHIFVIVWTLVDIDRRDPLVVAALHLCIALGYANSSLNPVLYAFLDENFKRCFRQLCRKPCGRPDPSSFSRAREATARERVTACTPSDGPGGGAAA
HTR5A inv ctr: counter-screen for OPRM1-OPRD1 inverse agonists: human HTR5A inverse agonism. inhibition, % at 9.3 µM. P47898. HTR5A cell line, luminescence. 340,000 compounds, 0.083% hits; in the data active = inhibition mostly above about 23%, no sharp cut-off; inactive = mostly below about 18%;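 also: 0% = cells with DMSO and 100% = no-cell wells with DMSO; some compounds called inactive have numbers as strong as hits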
Arr AP2 block: human beta-arrestin and AP2 interaction inhibition | 340,000 compounds, 0.31% hits | AID 504490 | inhibition, % at 10 µM | FITC-arrestin peptide / GST-AP2 beads, flow cytometry; AP2 beta2 appendage carries R879A mutation;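 active = inhibition above a set limit, near 3 SD of compounds lacking own fluorescence, cut at about 54% in these data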;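 also: plate controls were DMSO wells for no effect and 5 µM unlabelled arrestin peptide for full effect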
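Material – AP2 appendage R879A on GSH beads · Buffer or medium – PBS with 0.05% Tween 20 and 0.1% BSA · Probe or stimulus – fluorescein-tagged arrestin peptide at 50 nM final · Incubation – compound with beads 12 min RT, then probe 1 h RT · Detection – high-throughput flow cytometry of beads, ex 488, em 535 nm · Evaluation – percent response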
HTR5A ag: activates human HTR5A in OPRM1-OPRD1 agonist counter-screen; HTR5A agonist assay, luminescence, cell-based; activation, % at 9.3 µM; 340,000 compounds, 0.61% hits; P47898; in the data active = activation mostly above about 9.5%, no sharp cut-off; inactive = mostly below about 7.6%;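 also: 0% = cells with vehicle only and 100% = reference agonist; strong numbers were not always called active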
PKA-R1A act: activators of PKA-R1A complex | P00514+P68181 | PKA-R1A dissociation, Cy5-IP20 fluorescence polarization; scaled: DMSO 0%, 113 µM cGMP 100% | activation, % at 11.4 µM | 340,000 compounds, 0.083% hits;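 active = percent activation above the mean of all tested compounds plus 3 SD, cut at about 19% in these data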;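 also: higher means more PKAc released from R1A so a rise in polarization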
DSG3 Ab inh: human desmoglein-3 autoantibody binding inhibition; 310,000 compounds, 0.48% hits; binding (percent of control), % at 10 µM; DSG3-coupled beads, scFv-anti-DSG3-GFP binding, flow cytometry; stronger effect = lower value; AID 588358; P32926;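 active = binding more than 3 SD below its plate's average and above zero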;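 also: hits lower antibody fragment binding to DSG3; some compounds called inactive have numbers as strong as hits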
OPRM1-OPRD1 inv: inverse agonist of human OPRM1-OPRD1 heterodimerization | AID 504357 | inhibition, % at 9.3 µM | P35372+P41143 | cell-based MOR-DOR heterodimer luminescence, inverse agonism | 340,000 compounds, 0.21% hits; in the data active = inhibition above about 22%, passing the limit was not always enough;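 also: 0% = cells with DMSO and 100% = wells without cells with DMSO; values of inactives mirror those of a sister screen read the other way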
PKA-R2B act: PKA-R2B complex activation. P22694+P31323. PKA-R2B holoenzyme dissociation, Cy5-IP20 fluorescence polarization; R2B truncated from residue 108, S112A mutant; 0% DMSO only, 100% 113 µM cGMP. activation, % at 11.4 µM. 340,000 compounds, 0.079% hits. AID 504700;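 active = activation above a cutoff set at the mean over all compounds plus 3 SD, cut at about 18% in these data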;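 also: higher means more holoenzyme dissociation and a rise in polarization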
DAGLB inhibitor: diacylglycerol lipase beta (human) inhibition. 340,000 compounds, 0.059% hits. HEK293T DAGLB membrane lysate, EnzChek fluorogenic substrate. Q8NCG7. AID 504411. inhibition, % at 5.17 µM; in the data active = inhibition above about 34%;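 also: 0% = enzyme with vehicle and 100% = wells lacking enzyme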
The depositor's hits bear a star; · = no result given.

SMILES	V-ATPase pHluor	OPRM1-OPRD1 ag	HTR5A inv ctr	Arr AP2 block	HTR5A ag	PKA-R1A act	DSG3 Ab inh	OPRM1-OPRD1 inv	PKA-R2B act	DAGLB inhibitor
CC1=C(C(=O)OCc2ccccc2)C(c2ccc(N3CCOCC3)cc2)NC(=O)N1 (stereo unspecified)	-2	-4.5	-16	2	7	5	104	22	-10	2
COC(=O)CCCNc1ncccc1[N+](=O)[O-]	2	-1.7	-1	0	1	-7	99	9	12	0
Cc1nc(SCC(N)=O)c([N+](=O)[O-])[nH]1	4	4.4	15	-10	4	-3	·	-20	1	-1
Cc1ccc(CNC(=O)Cc2ccc(-c3ccccc3)cc2)cc1	-1	-2.3	-7	-14	-2	-13	·	12	-3	-4
CC(=O)OC1c2ccccc2C(=O)N1Cc1ccccc1Cl (stereo unspecified)	1	0.2	-32	5	-6	-3	103	-1	1	-2
COc1ccc(-c2nc3c(-c4ccc(F)cc4)cnn3cc2C)cc1F	-1	-0.5	19	4	-7	-4	114	2	-2	-6
CC(C)N(C(=O)[C@H]1C[C@H](CC(=O)NCCC2=CCCCC2)C(=O)N2CCc3c([nH]c4ccc(Cl)cc34)[C@]12C)C(C)C	0	-1.6	-3	5	1	-4	97	8	-10	-2
COc1ccc(Cn2c(=S)[nH]c3cc(C(=O)NCCCN4CCOCC4)ccc3c2=O)cc1	·	-1.3	1	-5	2	13	·	8	0	1
COc1ccc(O)c(C(=O)c2cnc3onc(C(C)C)c3c2)c1	-6	-1.5	4	30	-1	0	100	8	0	-1
COc1ccc(CCC(=O)NCC23CC4CC(CC(C4)C2)C3)cc1	0	1.0	12	4	-3	2	83	-6	6	-5
CCOC(=O)c1c(C)oc2ccc(OC(=O)c3cccs3)cc12	-5	2.5	-14	5	2	-4	107	-16	0	-21
O=C(c1cccnc1)N1CCN(c2ccc(Cl)cc2)CC1	5	-2.0	-22	-10	3	-5	118	11	-10	5
O=C(Cn1cnc2c(NCc3ccccc3)ncnc21)NCC1CCCO1 (stereo unspecified)	-2	·	·	36	·	-10	102	·	-3	0
COC(=O)c1ccc(N2CCN(S(=O)(=O)c3ccccc3)CC2)c([N+](=O)[O-])c1	-1	-1.7	-10	0	7	-7	102	10	-1	2
Cc1nc2ncnn2c(C)c1CCC(=O)Nc1ccc(S(=O)(=O)N2CCCCCC2)cc1	-1	-4.5	8	32	-3	-3	·	23	-9	-2
Cc1cc(C)c(C(=O)CN2C(=O)NC3(CCCCC3)C2=O)cc1C	-1	-2.6	-10	14	3	-11	99	13	-6	0
O=C(CSc1nnc(CNC(=O)c2c(F)cccc2Cl)o1)NCc1ccc2c(c1)OCO2	-3	-1.6	7	-7	-2	-7	·	9	-7	-3
CC(O)CNCCNCc1cccs1 (stereo unspecified)	0	-1.7	-2	-1	1	-2	102	8	-2	0
Cc1ccc(S(=O)(=O)N(CC(=O)N2CCN(c3ccc(F)cc3)CC2)C2CCCCC2)cc1	6	4.5	9	10	-4	9	112	-22	7	-9
CN1CCN(c2ccccc2/C=N/NC(=O)c2cccnc2)CC1	3	-0.5	10	-3	-4	-7	108	3	0	2
CC1CCCN(Cc2nc3c(c(=O)n(C)c(=O)n3C)n2CC(=O)c2ccccc2)C1 (stereo unspecified)	2	-1.4	-16	0	-3	0	96	7	3	-4
O=C(Nc1c(C(=O)N2CCCC2)cnn1-c1ccccc1)c1cccc(F)c1	2	-2.8	-6	0	2	7	98	14	-2	0
CC(C)(C)n1nnnc1SCC(=O)Nc1nn(-c2ccccc2)nc1C(N)=O	-1	0.2	6	19	-2	-13	123	-1	4	1
Cc1cc(NS(=O)(=O)Cc2ccccc2)cc(C)c1OCC(=O)N1CCOCC1	2	-1.8	3	1	3	-8	120	10	-13	-4
CCOC(=O)CSc1nc(N)cc(=O)[nH]1	1	1.2	0	-8	1	-1	115	-5	4	-2
COc1cc(OC)c(NC(=O)C2CCN(S(=O)(=O)c3ccc4c(c3)CC(C)N4C(C)=O)CC2)cc1Cl (stereo unspecified)	-5	-1.1	2	1	3	3	97	5	-5	0
O=C(NCCc1ccc2c(c1)OCCO2)c1ccc([N+](=O)[O-])cc1Cl	1	-0.4	10	1	-4	-4	104	2	0	-1
O=C(OCc1c(F)cccc1Cl)c1cnc(Cl)c(Cl)c1	2	4.4	-6	-4	2	-11	82	-24	-5	-1
CC1CCN(C(=S)NC(=O)C2CCCCC2)CC1	1	-1.4	11	-15	0	-6	109	6	2	-1
COc1ccc(-c2nc3ccc([N+](=O)[O-])cc3o2)cc1	1	-0.8	-32	-13	2	2	124	4	6	0
COc1cc2cnc(-c3ccccc3)c(-c3cccc(C(F)(F)F)c3)c2cc1OC	-24	11	-30	0	1	-5	115	-58	6	-7
CCc1ccc2[nH]c(C)c(CN3CCCCCC3)c(=O)c2c1	-5	-2.2	0	11	0	-15	103	11	-6	4
CCCN(CCC)C(=O)c1cc(-c2ccc3c(c2)OCO3)nc2ccccc12	-1	2.8	-53	8	2	-9	90	-17	-2	-6
COc1ccccc1N1CCN(C(=O)C2CCN(S(=O)(=O)c3ccc4c(c3)CC(C)N4C(C)=O)CC2)CC1 (stereo unspecified)	0	0.6	-11	10	3	-4	103	-3	6	0
C=CCNc1oc(-c2ccc(OCC)cc2)nc1C#N	0	-2.3	2	0	1	4	·	10	-8	-1
CCN(C(=O)CSc1nnc(-c2ccc(F)cc2)n1C)C1CCS(=O)(=O)C1 (stereo unspecified)	0	-4.5	-12	-8	3	-3	91	19	-23	-1
Cc1cccc(-n2cnc(C(=O)O)c2)n1	-1	-1.8	9	8	-4	-7	98	9	-1	-3
O=C(COc1cccc2ccccc12)NNC(=O)[C@@H]1CCCC[C@@H]1C(=O)O	-1	-0.9	-17	19	-2	-1	104	4	9	-3
COc1cccc(-c2cc(C(=O)Nc3cccnc3Cl)no2)c1	-7	-0.2	-1	19	-1	6	·	1	-9	-3
COc1ccc(-c2cc(=O)oc3c(O)c(O)ccc23)cc1	·	-1.9	-1	-11	0	-7	88	11	-12	31

5 compounds picked at random from those above:
SMILES	V-ATPase pHluor	OPRM1-OPRD1 ag	HTR5A inv ctr	Arr AP2 block	HTR5A ag	PKA-R1A act	DSG3 Ab inh	OPRM1-OPRD1 inv	PKA-R2B act	DAGLB inhibitor
COc1cccc(-c2cc(C(=O)Nc3cccnc3Cl)no2)c1	-7	-0.2	-1	19	-1	6	·	1	-9	-3
CCCN(CCC)C(=O)c1cc(-c2ccc3c(c2)OCO3)nc2ccccc12	-1	2.8	-53	8	2	-9	90	-17	-2	-6
O=C(NCCc1ccc2c(c1)OCCO2)c1ccc([N+](=O)[O-])cc1Cl	1	-0.4	10	1	-4	-4	104	2	0	-1
CCN(C(=O)CSc1nnc(-c2ccc(F)cc2)n1C)C1CCS(=O)(=O)C1 (stereo unspecified)	0	-4.5	-12	-8	3	-3	91	19	-23	-1
O=C(OCc1c(F)cccc1Cl)c1cnc(Cl)c(Cl)c1	2	4.4	-6	-4	2	-11	82	-24	-5	-1

Following part.
SMILES	V-ATPase pHluor	OPRM1-OPRD1 ag	HTR5A inv ctr	Arr AP2 block	HTR5A ag	PKA-R1A act	DSG3 Ab inh	OPRM1-OPRD1 inv	PKA-R2B act	DAGLB inhibitor
O=C(Oc1ccc2ccccc2c1Cl)N1CCCC1	-2	1.6	-7	14	3	-10	·	-8	-3	-8
Nc1cc(N)nc(SCC(=O)Nc2ccc(Br)cc2Cl)n1	10	0.9	-3	6	0	8	120	-4	-1	1
CCc1ccc2oc(C(=O)Nc3ccc(S(N)(=O)=O)cc3)c(C)c2c1	0	-3.0	-10	41	-11	3	99	15	-4	-2
CC(C)(C)c1cc(CNC(=O)C2CCC(=O)N(Cc3ccccc3F)C2)[nH]n1 (stereo unspecified)	·	·	·	·	·	5	96	·	-1	1
C[C@H]1NC(=O)[C@@]2(C)[C@@H](c3ccccc3)[C@H]3COc4ccccc4[C@H]3N2C1=O	-3	-1.0	-14	7	5	2	105	6	-8	0
Cc1ccccc1Cn1nc(C)c(NC(=O)c2cc3nc(-c4ccco4)cc(C(F)(F)F)n3n2)c1C	-3	-2.2	-6	2	2	3	101	12	10	-2
Cc1ccc(S(=O)(=O)n2nc(-c3ccco3)nc2SCc2ccccc2)cc1	2	-1.5	-37	-3	2	-3	96	8	2	-2
Cc1ccccc1NC(=O)c1cccc(S(C)(=O)=O)c1	0	-0.8	-14	3	3	7	96	4	-4	0
OC1CCCN(Cc2cn(Cc3ccccc3)nc2-c2cc3ccccc3o2)C1 (stereo unspecified)	2	-2.0	-10	10	3	-12	102	11	3	-2
CN(C)C(=O)CSc1nnc(Cc2ccccc2)n1Cc1ccco1	-2	-0.5	-17	-2	7	-3	·	3	-8	3
COCCn1c(SCC(=O)NC2CCCCC2)nc2c(c1=O)SCC2	-1	-2.6	15	-5	3	1	98	14	4	0
CCOc1ccccc1-n1c(=S)sc2c(=O)n(-c3ccccc3)c(=S)[nH]c21	-1	-2.0	-6	27	2	-4	100	9	7	-3
C/C(=N\Nc1cc(C)nc(-c2ccccc2)n1)c1cccc([N+](=O)[O-])c1	3	0.4	-28	17	5	-6	97	-2	-11	-5
CN(C(=O)c1ccc(NC(=O)Cc2cccc(NC(=O)C3CCCN(S(=O)(=O)c4cccc([N+](=O)[O-])c4)C3)c2)cc1)C1CC1 (stereo unspecified)	-3	4.7	11	7	-3	-7	105	-22	-4	0
O=C(C1CCN(c2nnc(N3CCCC3=O)s2)CC1)N1CCN(c2cccc(C(F)(F)F)c2)CC1	-1	0.6	-10	-4	2	-8	97	-3	7	2
Cc1ccc(S(=O)(=O)N(CCC(=O)Nc2ccc(OC(F)(F)F)cc2)c2ccccc2)cc1	5	3.4	-3	5	2	-8	116	-18	-16	-9
NC(=S)NN=Cc1nccc2c(C(F)(F)C(F)(F)C(F)(F)F)cccc12	-2	·	·	·	·	-6	103	·	-5	2
Cc1c(Cl)cnc(NC(=O)COC(=O)c2cccc(S(=O)(=O)N3c4ccccc4CC3C)c2)c1Cl (stereo unspecified)	4	3.5	-12	16	4	-1	122	-19	-11	-6
CC1CCCC(C)N1NC(=S)Nc1ccc(OC(F)F)cc1 (stereo unspecified)	0	0.9	-2	-1	1	-3	102	-5	0	-5
CC1CCCC(C)N1C(=C(Cl)Cl)C(=C1SCCS1)[N+](=O)[O-] (stereo unspecified)	2	0.7	-2	16	1	3	102	-4	4	2
COc1ccc(CCNc2cc(C)nc(N)n2)cc1OC	6	-1.7	0	-18	0	0	103	8	-2	0
Cc1ccc(C)c(-n2c(-c3csc(C)c3)n[nH]c2=S)c1	3	-2.5	-1	12	-3	-4	106	14	0	-1
COc1ccc(OCC(=O)N/N=C(\C)c2ccc(-n3ccnc3)cc2)cc1	0	-2.3	15	2	-6	-6	100	14	1	-1
Cc1ccc2[nH]cc(C(=O)CN3CCC4(CC3)OCCO4)c2c1	0	-0.8	-20	7	2	-8	112	5	-10	0
NNc1nccc(Nc2ccccc2C(=O)O)n1	-4	-1.4	-9	0	3	-6	103	7	4	3
CC(C)(C)c1nc2ccc([N+](=O)[O-])cc2[nH]1	1	-0.2	3	-22	2	-5	107	1	0	3
